MCF10A rerep: induces DNA re-replication in MCF 10a normal breast cells. 350,000 tested, 2.9% active. MCF 10A DNA re-replication, Hoechst nuclear intensity, 48 h. Potency, µM (top dose mostly 46.1 µM), for the others: at the top dose activity, positive = re-replication, hits mostly activators; also: potency is read from the fitted curve at half-maximal effect; % of control where 0% means no effect; nearly all actives have a fitted effect of over 50% in size
HepG2 tox: HepG2 cytotoxicity, counter-screen for TGF-b inhibitors | Potency, µM (series often up to 46.1 µM), for the others: top-dose activity change, negative = cytotoxicity, hits mostly cytotoxic | AID 588856 | HepG2 CAGA-GFP viability, ATP luminescence, 18 h | 410,000 tested, 0.76% active; also: potency is read from the fitted curve at half-maximal effect; some results filed as inactive show a strong effect at the top dose
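CellTiter-Glo luminescence gave cytotoxicity after 18 hours at 37 degrees C. The cells were HepG2 CAGA-GFP in 1% FBS DMEM, stimulated with 500 pg/mL TGF-beta after compound addition. %Activity was normalised to no-cell wells (complete cell-killing) and DMSO (no toxicity), and curves were fitted and classified.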
ATXN2 expr inh: reduces ATXN2 reporter expression in HEK-293 cells. Potency, µM (highest dose often 57 µM), for the others: at the top dose activity change, negative = inhibition, actives largely listed as inhibitors. HEK-293 ATXN2-luciferase reporter, luminescence, 24 h. 360,000 tested, 0.72% active; also: potency is read from the fitted curve at half-maximal effect; % is scaled to controls: 0 for no effect and ±100 for the full control effect; nearly all actives have a fitted effect of over 55% in size
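qHTS (up to 57 uM final) was run with 24 h compound exposure of reporter cells at 37 °C. Each well was multiplexed: SteadyGlo luminescence measured ATXN2-luciferase expression after a fluorogenic Gly-Phe-AFC viability readout (25 uM final).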
KB-3-1 tox: kills parental KB-3-1 adenocarcinoma cells; 400,000 tested, 1.4% active; Potency, µM (doses to about 46.1 µM), for inactives: at the highest dose activity change, negative = cytotoxic, most hits filed as cytotoxic; KB-3-1 viability, CellTiter-Glo ATP luminescence, 72 h; AID 1347075; also: potency is read from the fitted curve at half-maximal effect; % is scaled to controls: 0 for no effect and ±100 for the full control effect; nearly all actives have a fitted effect of over 60% in size
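KB-3-1 parental drug-naive adenocarcinoma cells in DMEM/10% FBS, incubated 72 h at 37 C with pin-transferred compounds across a concentration series. Viability by CellTiter-Glo luminescence; concentration-response curves fitted after normalization.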
HT1080-NT tox: kills 2HG-producing HT-1080-NT fibrosarcoma cells | HT-1080-NT fibrosarcoma viability, CellTiter-Glo ATP luminescence, 48 h | Potency, µM (doses to about 46.1 µM), without a hit: at the top dose activity, negative = less viability, actives largely listed as cytotoxic | 360,000 tested, 1.6% active;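 also: NT is the 2HG producing partner of a matched IDH1 knockdown line; potency is read from the fitted curve at half-maximal effect; 0% = DMSO-treated cells and -100% = media-only wells without cells; nearly all actives have a fitted effect of over 55% in size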
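HT-1080-NT fibrosarcoma cells (2HG-overproducing), 750 cells/well in RPMI with 5% FBS, dosed after 2 h and incubated 48 h at 37C. CellTiter-Glo luminescence normalized to DMSO and no-cell wells; concentration-response curves fitted and classed.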
IL1B secr inh: blocks inflammasome-driven IL-1 beta release | THP-1 LPS/ATP IL-1B secretion, AlphaLISA, 16 h; active compounds read low | activity change, % at 57.5 µM | 360,000 tested, 4.7% active | AID 743279; in the data active = activity change below about -50%; inconclusive = mostly about -30% to -49%; also: % is scaled to controls: 0 for no effect and ±100 for the full control effect
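Secreted IL-1B measured by AlphaLISA bead assay after 16 h compound exposure of THP-1 cells; compounds (final up to 57.5 uM) added 1 h before LPS (250 ng/mL) and ATP (1.25 mM) stimulation; lower signal means less secretion.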
HT1080 IDH1KD tx: kills HT-1080 cells with IDH1 knockdown; HT-1080 IDH1 knockdown viability, ATP luminescence, 48 h; Potency, µM (highest dose often 46.1 µM), for the others: top-dose activity, negative = toxicity, most hits filed as cytotoxic; 360,000 tested, 2% active; AID 686971;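 also: potency is read from the fitted curve at half-maximal effect; 0% = DMSO wells and -100% = cell-free medium wells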
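Viability of IDH1-knockdown HT-1080 fibrosarcoma cells was assessed by CellTiter-Glo after 48 h at 37 °C with titrated compound; concentration-effect curves were classified by fit quality and response size.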
SW480 rerep: DNA re-replication induction in SW480 cells; SW480 DNA re-replication, Hoechst DNA content imaging, 48 h; Potency, µM (top dose mostly 46.1 µM), for inactives: at the highest dose re-replication activation, actives largely listed as activators; 340,000 tested, 1.8% active; AID 624297; also: potency is read from the fitted curve at half-maximal effect; % of control where 0% means no effect; nearly all actives have a fitted effect of over 55% in size
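Hoechst fluorescence of nuclei (405 nm excitation, 500-530 nm emission) measured by plate-scanning imager after 48 hr compound exposure at 37 C; re-replication scored as increased number of nuclei with elevated intensity.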
ATXN viability: reduces viability in counter-screen for ATXN expression inhibitors; S2 cells (HEK-293 line with an ATXN2-luciferase reporter) viability, CellTiter-Fluor protease fluorescence, 24 h; Potency, µM (highest dose often 56.7 µM), hits mostly cytotoxic; 400,000 tested, 0.49% active; AID 651635; also: potency is read from the fitted curve at half-maximal effect; nearly all actives have a fitted effect of over 40% in size
Numbers without * were called inactive. Unless noted, calls follow the shape of the dose curve; as a rule, active = well fitted curve in the direction sought with a large enough effect; inconclusive = small, poorly fitted or top-dose-only effect, or another doubt; inactive = no such curve, though single readings can be large; an effect the other way counts as inactive or inconclusive.

Screening CCOC(=O)c1ccc(Oc2ccc(C(F)(F)F)cn2)cc1 returned MCF10A rerep 9%, HepG2 tox 17%, KB-3-1 tox 1%, HT1080-NT tox 8%, IL1B secr inh -2, HT1080 IDH1KD tx 3%, SW480 rerep -66% and ATXN viability inactive.
`O=S1CCCSC1c1cccnc1` (configuration not stated) gave MCF10A rerep 3%, HepG2 tox 0%, ATXN2 expr inh -4%, KB-3-1 tox -3%, HT1080-NT tox 7%, IL1B secr inh 1, HT1080 IDH1KD tx -5%, SW480 rerep 3% and ATXN viability inactive.
O=C(Oc1ccc(-c2ccccc2)cc1)C1C2CCCCC21 (configuration not stated) was read as MCF10A rerep 1%, HepG2 tox 3%, ATXN2 expr inh -6%, KB-3-1 tox -8%, HT1080-NT tox -2%, IL1B secr inh -12, HT1080 IDH1KD tx -4%, SW480 rerep 1% and ATXN viability inactive.
Cc1cccc(C)c1C(O)c1ncc(-c2ccccc2Cl)[nH]1 (configuration not stated) was read as HepG2 tox -15%, ATXN2 expr inh 4%, KB-3-1 tox 0%, HT1080-NT tox -3%, IL1B secr inh -9, HT1080 IDH1KD tx -9% and ATXN viability inactive.
Screening CN(CCc1ccccc1)C1CCCN(S(=O)(=O)N(C)C)C1 (configuration not stated) returned MCF10A rerep 7%, HepG2 tox -14%, KB-3-1 tox -2%, HT1080-NT tox 8%, IL1B secr inh 3, HT1080 IDH1KD tx 0%, SW480 rerep -6% and ATXN viability inactive.
CCc1ccccc1NC(=O)c1cc(-c2ccc(F)cc2)on1 was read as MCF10A rerep -4%, HepG2 tox -3%, KB-3-1 tox -11%, HT1080-NT tox 7%, IL1B secr inh -13, HT1080 IDH1KD tx 4%, SW480 rerep 3% and ATXN viability inactive.
For O=C(O)c1ccc(C(=O)c2cc([N+](=O)[O-])cc([N+](=O)[O-])c2)cc1 the results were MCF10A rerep 7%, HepG2 tox -4%, ATXN2 expr inh -16%, KB-3-1 tox -3%, HT1080-NT tox 0%, IL1B secr inh 4, HT1080 IDH1KD tx 1%, SW480 rerep -1% and ATXN viability inconclusive.
Screening O=c1c2ccccc2nnn1Cc1ccc(Br)cc1 returned MCF10A rerep 1%, HepG2 tox 3%, ATXN2 expr inh 2%, KB-3-1 tox 9%, HT1080-NT tox 0%, IL1B secr inh -1, HT1080 IDH1KD tx -8%, SW480 rerep -1% and ATXN viability inactive.
O=C(c1ccc(Cl)cc1)n1nc(-c2ccco2)nc1NCc1cccs1 was read as HepG2 tox -37%, ATXN2 expr inh 0%, KB-3-1 tox 4% and ATXN viability inactive.
`NC(=O)c1csc(CCNC(=O)c2ccccc2)n1` gave HepG2 tox -1%, KB-3-1 tox -3%, HT1080-NT tox 7%, IL1B secr inh -21, HT1080 IDH1KD tx 4% and ATXN viability inactive.
For O=C(NCC1CCS(=O)(=O)C1)Oc1ccccc1 (configuration not stated) the results were MCF10A rerep -2%, HepG2 tox -5%, ATXN2 expr inh 2%, KB-3-1 tox 13%, HT1080-NT tox -3%, IL1B secr inh 17, HT1080 IDH1KD tx -8%, SW480 rerep 0% and ATXN viability inactive.
`CCOC(=O)Cn1c(=NC(=O)c2nc3ccccc3s2)sc2cc(S(N)(=O)=O)ccc21` gave MCF10A rerep inconclusive, HepG2 tox -8%, ATXN2 expr inh inconclusive, KB-3-1 tox 5%, HT1080-NT tox -15%, IL1B secr inh 12, HT1080 IDH1KD tx -12%, SW480 rerep inconclusive and ATXN viability inconclusive.
Screening O=S(=O)(N/N=C1/CCCc2ccccc21)c1ccc(Br)cc1 returned MCF10A rerep inconclusive, HepG2 tox -11%, ATXN2 expr inh 7%, KB-3-1 tox -13%, HT1080-NT tox -18%, IL1B secr inh 10, HT1080 IDH1KD tx 0%, SW480 rerep 0% and ATXN viability inactive.
Cc1ccc(S(=O)(=O)N(C)C)cc1-n1c(SCC(=O)Nc2ccc(F)cc2)nc2ccccc2c1=O was read as MCF10A rerep -3%, HepG2 tox -36%, ATXN2 expr inh -10%, KB-3-1 tox -16%, HT1080-NT tox -2%, IL1B secr inh 0, HT1080 IDH1KD tx -17%, SW480 rerep -16% and ATXN viability inactive.
For CC1=CS(=O)(=O)CC1Sc1nc2ccccc2[nH]1 (configuration not stated) the results were MCF10A rerep 1%, HepG2 tox 3%, ATXN2 expr inh 1%, KB-3-1 tox 7%, HT1080-NT tox 7%, IL1B secr inh -2, HT1080 IDH1KD tx 9%, SW480 rerep -3% and ATXN viability inactive.
`CCCC(=O)Nc1sc(-c2ccccc2)c(-c2ccccc2)c1C(=O)O` gave MCF10A rerep -2%, HepG2 tox -17%, ATXN2 expr inh -30%, KB-3-1 tox -14%, HT1080-NT tox -23%, IL1B secr inh 18, HT1080 IDH1KD tx -17%, SW480 rerep -15% and ATXN viability inactive.
N#Cc1c(N)nc2c(c1-c1ccc3c(c1)OCO3)CCCCCC2 was read as MCF10A rerep 3%, HepG2 tox -4%, ATXN2 expr inh -3%, KB-3-1 tox -2%, HT1080-NT tox -11%, IL1B secr inh 18, HT1080 IDH1KD tx -19%, SW480 rerep -1% and ATXN viability inactive.
For CC(c1ccco1)N(C(=O)c1ccc(C#N)cc1)c1ccccn1 (configuration not stated) the results were MCF10A rerep 0%, HepG2 tox 4%, ATXN2 expr inh -2%, KB-3-1 tox -2%, HT1080-NT tox 4%, IL1B secr inh 11, HT1080 IDH1KD tx 4%, SW480 rerep -3% and ATXN viability inactive.
`Cn1c(=O)c2c(ncn2CC(=O)N/N=C/C(Cl)=C/c2ccccc2)n(C)c1=O` gave MCF10A rerep 8%, HepG2 tox -21%, ATXN2 expr inh -10%, KB-3-1 tox 12%, HT1080-NT tox 3%, IL1B secr inh -19, HT1080 IDH1KD tx -2%, SW480 rerep 1% and ATXN viability inactive.
O=C1NC2CCCCC2C(=O)N1OS(=O)(=O)c1ccccc1 (configuration not stated) was read as MCF10A rerep inconclusive, HepG2 tox -24%, ATXN2 expr inh inconclusive, KB-3-1 tox inconclusive, HT1080-NT tox -2%, IL1B secr inh -78*, HT1080 IDH1KD tx inconclusive, SW480 rerep inconclusive and ATXN viability 16µM*.
O=S(=O)(N=C1C=CC(=NS(=O)(=O)c2ccccc2)c2ccccc21)c1ccccc1 was read as HepG2 tox -117%, KB-3-1 tox inconclusive, HT1080-NT tox -15%, IL1B secr inh 0, HT1080 IDH1KD tx inconclusive and ATXN viability inactive.
`COc1ccc(C(=O)C[n+]2ccc3c(c2)nc(-c2cc(OC)c(OC)cc2OC)n3C)cc1` gave MCF10A rerep -4%, HepG2 tox 11%, ATXN2 expr inh -1%, KB-3-1 tox inconclusive, HT1080-NT tox 12%, IL1B secr inh 0, HT1080 IDH1KD tx 0%, SW480 rerep -9% and ATXN viability inactive.
For CCCNC(=O)c1ccccc1N1CCN(CCCCN2C(=O)C3CCCCN3C2=O)CC1 (configuration not stated) the results were MCF10A rerep -3%, HepG2 tox 17%, KB-3-1 tox 2%, HT1080-NT tox 3%, IL1B secr inh 8, HT1080 IDH1KD tx 0%, SW480 rerep 1% and ATXN viability inactive.
CC(C)NC(=O)c1onc(CSc2cccc3ccccc23)c1C(=O)O was read as MCF10A rerep -2%, HepG2 tox -18%, ATXN2 expr inh -8%, KB-3-1 tox inconclusive, HT1080-NT tox -14%, IL1B secr inh 51, HT1080 IDH1KD tx inconclusive, SW480 rerep -3% and ATXN viability inactive.

Pulled by compound from the entries so far:
For CC1=CS(=O)(=O)CC1Sc1nc2ccccc2[nH]1 (configuration not stated) the results were MCF10A rerep 1%, HepG2 tox 3%, ATXN2 expr inh 1%, KB-3-1 tox 7%, HT1080-NT tox 7%, IL1B secr inh -2, HT1080 IDH1KD tx 9%, SW480 rerep -3% and ATXN viability inactive.
`COc1ccc(C(=O)C[n+]2ccc3c(c2)nc(-c2cc(OC)c(OC)cc2OC)n3C)cc1` gave MCF10A rerep -4%, HepG2 tox 11%, ATXN2 expr inh -1%, KB-3-1 tox inconclusive, HT1080-NT tox 12%, IL1B secr inh 0, HT1080 IDH1KD tx 0%, SW480 rerep -9% and ATXN viability inactive.

The list continues:
Screening COc1ccc(O)c(C(=O)c2cnn(S(=O)(=O)c3ccc(C)cc3)c2)c1 returned MCF10A rerep inconclusive, HepG2 tox 1%, ATXN2 expr inh 38%, KB-3-1 tox inconclusive, HT1080-NT tox -11%, IL1B secr inh -17, HT1080 IDH1KD tx -2%, SW480 rerep -2% and ATXN viability inactive.
`O=C(CSc1nnc(-c2cccnc2)n1CCN1CCCCC1)Nc1cccc(Cl)c1` gave MCF10A rerep 18%, HepG2 tox -12%, ATXN2 expr inh -8%, KB-3-1 tox 16%, HT1080-NT tox 8%, IL1B secr inh 5, HT1080 IDH1KD tx 0%, SW480 rerep 22% and ATXN viability inactive.
Cc1ccc(NC(=O)N2CCC(N3CCN(Cc4ccccc4)C(=O)C3=O)CC2)cc1Cl was read as HepG2 tox 6%, ATXN2 expr inh 15%, KB-3-1 tox -3% and ATXN viability inactive.
For O=C(Nc1cccc(S(=O)(=O)Nc2ccc(Cl)cc2)c1)c1ccc[n+]([O-])c1 the results were MCF10A rerep 0%, HepG2 tox -25%, KB-3-1 tox -18%, HT1080-NT tox -4%, IL1B secr inh 9, HT1080 IDH1KD tx -3%, SW480 rerep 13% and ATXN viability inactive.
For CCOc1ccccc1NC(=O)C1CCCN(C(=O)Nc2ccccc2)C1 (configuration not stated) the results were MCF10A rerep 7%, HepG2 tox -12%, ATXN2 expr inh -7%, KB-3-1 tox 13%, HT1080-NT tox 7%, IL1B secr inh -4, HT1080 IDH1KD tx 5%, SW480 rerep 2% and ATXN viability inactive.
